Source: PubChem BioAssay
TDP1 inh = inhibitors of human tyrosyl-DNA phosphodiesterase TDP1 | Q9NUW8 | recombinant TDP1, AlphaScreen DNA substrate cleavage | Potency, µM (highest dose often 130 µM), without a hit: at the top dose activity change, negative = inhibition, actives largely listed as inhibitors | 350,000 compounds, 0.28% hits | AID 485290; also: nearly all actives have a fitted effect of over 40% in size
Target sequence (Q9NUW8 whole entry, looked up): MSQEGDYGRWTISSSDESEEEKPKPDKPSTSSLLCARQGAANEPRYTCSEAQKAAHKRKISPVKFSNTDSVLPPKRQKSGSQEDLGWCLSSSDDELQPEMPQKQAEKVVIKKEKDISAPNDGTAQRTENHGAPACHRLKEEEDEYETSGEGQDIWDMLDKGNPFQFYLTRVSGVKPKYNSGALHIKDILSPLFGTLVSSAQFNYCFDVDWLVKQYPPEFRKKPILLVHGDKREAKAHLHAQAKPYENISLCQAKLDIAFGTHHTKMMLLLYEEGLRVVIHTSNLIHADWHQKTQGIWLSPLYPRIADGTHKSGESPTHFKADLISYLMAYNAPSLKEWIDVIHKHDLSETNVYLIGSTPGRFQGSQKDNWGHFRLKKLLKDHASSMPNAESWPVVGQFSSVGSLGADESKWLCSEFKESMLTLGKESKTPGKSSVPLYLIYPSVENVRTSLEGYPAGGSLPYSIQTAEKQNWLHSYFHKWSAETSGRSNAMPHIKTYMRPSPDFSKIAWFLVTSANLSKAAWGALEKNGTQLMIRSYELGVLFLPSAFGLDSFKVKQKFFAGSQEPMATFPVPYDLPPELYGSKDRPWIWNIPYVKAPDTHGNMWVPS
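Tdp1 1 nM final; 15 min RT w/ cpd; substrate 15 nM, 5 min; beads 10 ug/ml, 10 min; AlphaScreen read. Neg ctrl: no enzyme.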
FEN1 inhibitor = blocks human flap endonuclease 1. Potency, µM (highest dose often 114 µM), without a hit: at the highest dose activity change, negative = inhibition, usual class: inhibitors. 390,000 compounds, 0.35% hits. P39748. Recombinant FEN1 flap cleavage, fluorescence, 15 min; also: nearly all actives have a fitted effect of over 65% in size
Target sequence (P39748 whole entry, looked up): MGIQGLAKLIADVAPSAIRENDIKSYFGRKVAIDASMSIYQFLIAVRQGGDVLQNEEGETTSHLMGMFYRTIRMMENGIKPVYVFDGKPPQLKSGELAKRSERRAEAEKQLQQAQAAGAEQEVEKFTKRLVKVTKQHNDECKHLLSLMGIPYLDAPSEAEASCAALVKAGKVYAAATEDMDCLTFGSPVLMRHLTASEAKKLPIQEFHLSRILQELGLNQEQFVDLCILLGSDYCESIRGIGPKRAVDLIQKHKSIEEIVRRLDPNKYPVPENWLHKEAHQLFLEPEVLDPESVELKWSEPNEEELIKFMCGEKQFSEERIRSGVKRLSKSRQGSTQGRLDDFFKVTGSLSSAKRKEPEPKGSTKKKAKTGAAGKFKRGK
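Concentration–response screening of FEN1 (10 nM): 15 min compound preincubation at room temperature, reaction started with 50 nM substrate and read at 0 and 15 min. Corrected, normalized data were fitted by a four-parameter Hill equation.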
N370S GC mod = N370S glucocerebrosidase modulation, Gaucher chaperone candidate. P04062. N370S GC spleen homogenate, 4MU-glucoside fluorescence. Potency, µM (highest dose often 59.4 µM), for the others: at the highest dose activity change, negative = inhibition, hits mostly inhibitors. 330,000 compounds, 0.092% hits. AID 2101;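 also: 0% = full enzyme activity and -100% = no enzyme basal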
* = called active by the depositor; ? = inconclusive; / = no result given; & = joins results of further samples; [ ] = another dose, or the depositor's remark. Calls follow the shape of the dose curve; as a rule, active = well fitted curve in the direction sought with a large enough effect; inconclusive = small, poorly fitted or top-dose-only effect, or another doubt; inactive = no such curve, though single readings can be large; an effect the other way counts as inactive or inconclusive. Unless noted, % is scaled to controls: 0 for no effect and ±100 for the full control effect; potency is read from the fitted curve at half-maximal effect.

Sample of the layout, 17 compounds:
The line under a structure holds: FEN1 inhibitor, N370S GC mod, TDP1 inh
C[N+](C)(C)CCC(=O)c1cccc2ccccc12
  /, -7%&5%, 17%[56.1 µM]
COc1cc(/C=N/NC(=O)c2cccc([N+](=O)[O-])c2)ccc1O
  -21%, 11%, -5%
CCN1CCc2c(sc(NC(=O)C3COc4ccccc4O3)c2C(N)=O)C1 (stereo not given)
  4%, -13%, 6%
CC(C)CCn1c(NCCc2ccccc2)nc2c1c(=O)n(C)c(=O)n2C
  -14%, 14%, /
CC(=O)N1c2ccccc2C(=O)C1N1CCN(c2ccccc2F)CC1 (stereo not given)
  24%, /, -3%
Nc1ccccc1C(=O)NCc1ccccc1
  2%, 5%, 1%
Cc1ccccc1CN1CCC(n2nccc2NC(=O)c2ccc3c(c2)OCO3)CC1
  11%, -23%, 7%
O=C(N/N=C\c1ccc(Cl)cc1)c1sccc1-n1cccc1
  4%, -11%, 4%
CC(C)N(Cc1cc2ccccc2[nH]c1=O)C(=O)c1cccnc1
  6%, -25%, 0%
COc1cccc(CN(C(=O)c2ccc(C(C)(C)C)cc2)C2CCS(=O)(=O)C2)c1 (stereo not given)
  -16%, /, 7%
CN(C)c1ccc(/C=C2\SC(N3CCCCC3)=NC2=O)cc1
  -14%, -9%, /
Cc1c(Cl)cccc1NC(=S)NCCc1ccc(F)cc1
  -15%, 2%, /
O=C(CCSCc1ccccc1F)N1CCN(c2ccc(Cl)cc2)CC1
  -1%, /, -3%
C[C@]12C(=O)N(c3ccccc3)C(=O)N1[C@H]1c3ccccc3OC[C@@H]1[C@H]2c1ccccc1
  9%, /, 1%
COc1ccc(/C=N/N2C(C)CCCC2C)cc1OC (stereo not given)
  2%, -7%, /
CC(C)(C)C(=O)N1CCN(c2nc3ccc(Br)cc3s2)CC1
  -6%, -9%, -5%
CCOC(=O)c1[nH]c2c(c1Cc1ccccc1)C(=O)CC(c1ccccc1)C2 (stereo not given)
  -21%, /, -2%[12.3 µM]

The whole of this part, from the start:
The line under a structure holds: FEN1 inhibitor, N370S GC mod, TDP1 inh
C[N+](C)(C)CCC(=O)c1cccc2ccccc12
  /, -7%&5%, 17%[56.1 µM]
COc1cc(/C=N/NC(=O)c2cccc([N+](=O)[O-])c2)ccc1O
  -21%, 11%, -5%
CCN1CCc2c(sc(NC(=O)C3COc4ccccc4O3)c2C(N)=O)C1 (stereo not given)
  4%, -13%, 6%
CC(C)CCn1c(NCCc2ccccc2)nc2c1c(=O)n(C)c(=O)n2C
  -14%, 14%, /
CC(=O)N1c2ccccc2C(=O)C1N1CCN(c2ccccc2F)CC1 (stereo not given)
  24%, /, -3%
Nc1ccccc1C(=O)NCc1ccccc1
  2%, 5%, 1%
Cc1ccccc1CN1CCC(n2nccc2NC(=O)c2ccc3c(c2)OCO3)CC1
  11%, -23%, 7%
O=C(N/N=C\c1ccc(Cl)cc1)c1sccc1-n1cccc1
  4%, -11%, 4%
CC(C)N(Cc1cc2ccccc2[nH]c1=O)C(=O)c1cccnc1
  6%, -25%, 0%
COc1cccc(CN(C(=O)c2ccc(C(C)(C)C)cc2)C2CCS(=O)(=O)C2)c1 (stereo not given)
  -16%, /, 7%
CN(C)c1ccc(/C=C2\SC(N3CCCCC3)=NC2=O)cc1
  -14%, -9%, /
Cc1c(Cl)cccc1NC(=S)NCCc1ccc(F)cc1
  -15%, 2%, /
O=C(CCSCc1ccccc1F)N1CCN(c2ccc(Cl)cc2)CC1
  -1%, /, -3%
C[C@]12C(=O)N(c3ccccc3)C(=O)N1[C@H]1c3ccccc3OC[C@@H]1[C@H]2c1ccccc1
  9%, /, 1%
COc1ccc(/C=N/N2C(C)CCCC2C)cc1OC (stereo not given)
  2%, -7%, /

The list continues.
The line under a structure holds: FEN1 inhibitor, N370S GC mod, TDP1 inh
CC(C)(C)C(=O)N1CCN(c2nc3ccc(Br)cc3s2)CC1
  -6%, -9%, -5%
CCOC(=O)c1[nH]c2c(c1Cc1ccccc1)C(=O)CC(c1ccccc1)C2 (stereo not given)
  -21%, /, -2%[12.3 µM]
O=C(Nc1cccc(NC(=O)c2ccco2)c1)c1ccccc1
  -18%, 2%, /
Cc1cccc(NC(=S)NC(=O)/C=C/c2ccccc2)n1
  5%, 7%, -2%
Cc1ccc(CSCC(=O)Nc2ccccc2C(=O)O)cc1
  -2%, -4%, /
O=C(Nc1ccccc1O)C(c1ccccc1)c1ccccc1
  -16%, 6%, /
O=C(Nc1cc([N+](=O)[O-])ccc1Cl)c1ccc2c(c1)OCO2
  11%, 12%, -5%
Cc1ccc(O)c(CNc2ccccn2)c1
  4%, 4%, 2%
Cc1cc([N+](=O)[O-])ccc1NC(=O)CSc1nncn1-c1ccccn1
  -3%, -3%, 0%
Oc1ccccc1Nc1nc(NCC2CCCO2)c2ccccc2n1 (stereo not given)
  ?, ?, 5%
COc1ccc(OC(C)C(=O)NCCC2=CCCCC2)cc1 (stereo not given)
  -8%, 0%, -6%
Cc1ccc([S+](=O)([O-])N(c2ccccc2)[S+](=O)([O-])C(F)(F)F)cc1
  /, 1%, 3%
O=C(CNC(=O)c1ccco1)OCC(=O)c1ccccc1Cl
  6%, 17%, /
C=CCC[C@@H](Cc1ccc(F)cc1)C(=O)OC[C@H](Cc1c[nH]c2ccccc12)NC(=O)[C@@H](CC=C)CC(=O)N[C@@H](CO)Cc1ccccc1
  12%, /, 1%
COc1ccc(NC(=O)COc2cccc(-n3cnnn3)c2)cc1Cl
  4%, 0%, -14%

Other structures:
The line under a structure holds: FEN1 inhibitor, N370S GC mod, TDP1 inh
COc1ccccc1-n1cc([C@@H]2C[C@H]3CN(c4ccccc4)C(=O)[C@]34CCCN24)cn1
  -4%, -3%, 6%
Cc1ccc(C(=O)COC(=O)COc2ccccc2[N+](=O)[O-])s1
  15%, /, 1%
Fc1ccc(Nc2nc3ccccc3n3cnnc23)c(F)c1
  -3%, /, 0%
Cc1cc(C(=O)NNC(=O)c2ccc(C(F)(F)F)cc2)no1
  -6%, 3%, 3%
COCC1CCCCN1C(=O)c1cc(COc2ccc3ncccc3c2)on1 (stereo not given)
  10%, -10%, 0%
Cc1occc1-c1nnc(SCC(=O)N(C)c2ccccc2)o1
  6%, 2%, 1%
COc1ccc(N2CCN(C(=O)c3cnc(SC)nc3C)CC2)cc1
  8%, /, 0%
CC1CCCCN1S(=O)(=O)c1ccc(C(=O)Nc2ccccc2-c2nc3ccccc3[nH]2)cc1 (stereo not given)
  -12%, 11%, 3%
O=C1CCN(CCc2ccccc2)CCN1CCOc1ccccc1
  -7%&-18%, -16%, /
COc1cc(C(=O)OCC(=O)NCc2ccco2)cc(OC)c1OC
  2%, -1%, -1%
COc1ccc(C(=O)N(O)c2ccccc2)cc1
  /, -5%, 6%
O=S(=O)(c1cnc[nH]1)N1CCCCCC1
  -3%, 3%, 2%
FC(F)Oc1ccc(/C=N/N2CCCCC2)c(OC(F)F)c1
  /, 4%, 8%
O=C(O)c1ccc(NC(=S)NC2CCCCC2)cc1
  -2%, 12%, 3%
CCCCn1c(NC(=O)c2ccccc2)nc2ccccc21
  -24%, 9%, 11%

More entries:
The line under a structure holds: FEN1 inhibitor, N370S GC mod, TDP1 inh
Cc1ccc(NC(=O)C(C)OC(=O)c2ccc(Cl)nc2)cc1S(=O)(=O)N1CCOCC1 (stereo not given)
  -4%, -6%, /
O=C(Cn1cnc2sc(-c3ccccc3)cc2c1=O)NCc1ccccc1
  0%, 1%, 6%
COC(=O)c1ccc(OC)c(OC2CCCC2)c1
  -17%, -14%, 6%
CNC(=O)CSc1nc2[nH]ncc2c(=O)[nH]1
  -12%, -8%, 2%
CC1CCCN(C(=O)CN(c2ccccc2)S(=O)(=O)c2ccc(F)cc2)C1 (stereo not given)
  4%, /, 2%
CC(C)NS(=O)(=O)c1ccc(CCC(=O)N2CCC(C(N)=O)CC2)cc1
  -1%, -22%, 11%
CCN(c1ccccc1)c1ncnc2c1cnn2-c1ccc(OC)cc1
  ?, /, 5%
Cc1cc(=O)n2nc(N3CCC(C(=O)Nc4ccc(C)c(Cl)c4)CC3)sc2n1
  -7%, /, 5%
NNC(=O)CNC(=O)c1ccccc1F
  -1%, -1%, 9%
Cc1ccccc1OCc1ccc(C(=O)N2CC(C)OC(C)C2)o1 (stereo not given)
  20%, 1%, -1%
COc1cccc(CC(NC(C)=O)C(=O)NC2CCN(C(=O)c3ccc(Cl)cc3)CC2)c1 (stereo not given)
  6%, 0%, 1%
Cc1ccc(C(=O)NCCn2c(C)cc3ccccc32)cc1C
  -7%, /, 2%
COc1ccc(/C=N/NC(=O)CN2CCS(=O)(=O)CC2)cc1
  0%, -19%, 0%
Cc1cc(N/C=C/C(=O)c2ccc(Br)cc2)no1
  -4%, -6%, -10%
Cc1cccc(C)c1NC(=O)c1cccc2c1C(=O)N(C1CCCCC1)C2
  0%, -4%, 2%

(more compounds)
The line under a structure holds: FEN1 inhibitor, N370S GC mod, TDP1 inh
COc1cc(C(=O)Nc2cccc(-c3nc4cc(C)ccc4o3)c2)cc(OC)c1OC
  14%, 6%, 8%
Cn1cnnc1Sc1ccc(C(=O)OCC(=O)Nc2ccccc2)cc1[N+](=O)[O-]
  ?, 2%, -1%
Cc1ccc(OCCCn2c(C3CC(=O)N(c4cccc(Cl)c4)C3)nc3ccccc32)c(C)c1 (stereo not given)
  -18%, /, 0%
Cc1nnc(NC(=O)c2ccc(S(=O)(=O)N(C)Cc3ccccc3)cc2)o1
  -8%, -4%, 10%
CC(=O)Nc1cccc(C(=O)OC(C(=O)c2ccc(C)cc2)c2ccccc2)c1 (stereo not given)
  ?, 0%, 10%
CCCCNC(=O)COC(=O)c1c2c(nc3ccccc13)/C(=C/c1cccs1)CC2
  2%, 5%, 2%
Cc1noc(C)c1COc1ccc(C(=O)OCC(=O)NC2CCCCC2C)cc1 (stereo not given)
  -2%, -4%, 3%
COc1ccc(N=c2oc3cc(O)ccc3cc2C(=O)NCC2CCCO2)cc1 (stereo not given)
  -3%, 22%, -3%
CC(=O)O[C@H]1C[C@@H]2CCC3C(CC[C@@]4(C)[C@H]3C[C@H]([N+]3(C)CCCCC3)[C@@H]4OC(C)=O)[C@@]2(C)C[C@@H]1[N+]1(C)CCCCC1 (stereo not given in full)
  /, -4%, 9%[56.1 µM]
CCC(CC)C(=O)Nc1c(C)n(C)n(-c2ccccc2)c1=O
  -1%, 4%, -9%
Cc1ccc(NC(=S)N/N=C/c2ccc(OCCC(C)C)cc2)c(C)c1
  -17%, /, 6%
COc1ccc(NC(=O)NCCN2C(=O)C3C4C=CC(C4)C3C2=O)cc1 (stereo not given)
  20%, -2%, 5%
O=C(OC1CCc2ccccc2C1=O)c1ccccc1O (stereo not given)
  9%, 5%, /
COCCOCC(O)CN1CCN(c2ccc(C)cc2)CC1 (stereo not given)
  -3%, 17%, 0%
O=C(CSc1nc2ccccc2c(=O)n1CCCO)NC1CC1
  8%, /, 1%

(list continues)
The line under a structure holds: FEN1 inhibitor, N370S GC mod, TDP1 inh
CNc1ccn(C2CCCO2)c(=O)n1 (stereo not given)
  1%, 0%, /
CC1CCN(C(=O)C(C)Sc2nc(-c3ccccc3)cc(C(F)(F)F)n2)CC1 (stereo not given)
  -6%&3%, 15%, -4%&-3%
CCOC(=O)C1CCN(c2ncnc3c2cnn3-c2ccc(Cl)cc2)CC1
  -1%, ?, 5%
CC(C)c1ccc(NC(=O)CSC2=Nc3ccccc3C3=NC(CC(=O)NCCc4ccccc4)C(=O)N23)cc1 (stereo not given)
  9%, /, 4%
COc1cc(NC(=O)C/C(C)=N/NC(=O)C(OC)c2ccccc2)c(OC)cc1Cl (stereo not given)
  -3%, -2%, 4%
CC1CCc2c(sc(NC(=O)Cc3ccccc3)c2C(=O)Nc2ccc(Cl)cc2)C1 (stereo not given)
  -9%, /, 1%[12.3 µM]
O=C(CN1C(=O)NC2(CCCCC2)C1=O)Nc1ccc(N2CCCCC2)cc1
  -20%, /, 4%
O=C1CSC(c2cccc([N+](=O)[O-])c2)N1Cc1ccccc1 (stereo not given)
  -1%, -26%, /
COC(=O)C1=C(C(=O)OC)[C@@H]2Nc3ccccc3[C@@]23C[C@@H](C(=O)OC)N(C(=O)c2ccc(Br)cc2)C3=N1
  -24%, 2%[12.8 µM], 19%[12.3 µM]
COc1cc(CNC(C)(C)CO)cc(Br)c1OCc1ccc(Cl)cc1
  -8%, -14%, 3%
Cc1cc(C)cc(CC2CC(=O)N(c3nc(C)cc(C)n3)C2=O)c1 (stereo not given)
  5%, 11%, 4%
CCNC(=O)C(=O)Nc1ccc([N+](=O)[O-])cc1
  11%, 1%, 1%
O=C(c1ccccc1)N1CCN(C2C3CC4CC(C3)CC2C4)CC1 (stereo not given)
  4%, 11%, 5%
